From PubChem BioAssay
JNK3 inh: inhibitors of human JNK3 kinase; purified JNK3 kinase activity, HTS; AID 746; actives 0.61% (n = 60,000); P53779; inhibition, % at 8 µM; in the data active = inhibition above about 17%;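 also: 0% = DMSO and 100% = reference inhibitor; many of its hits are not listed in these tables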
Target sequence (P53779 whole entry, looked up): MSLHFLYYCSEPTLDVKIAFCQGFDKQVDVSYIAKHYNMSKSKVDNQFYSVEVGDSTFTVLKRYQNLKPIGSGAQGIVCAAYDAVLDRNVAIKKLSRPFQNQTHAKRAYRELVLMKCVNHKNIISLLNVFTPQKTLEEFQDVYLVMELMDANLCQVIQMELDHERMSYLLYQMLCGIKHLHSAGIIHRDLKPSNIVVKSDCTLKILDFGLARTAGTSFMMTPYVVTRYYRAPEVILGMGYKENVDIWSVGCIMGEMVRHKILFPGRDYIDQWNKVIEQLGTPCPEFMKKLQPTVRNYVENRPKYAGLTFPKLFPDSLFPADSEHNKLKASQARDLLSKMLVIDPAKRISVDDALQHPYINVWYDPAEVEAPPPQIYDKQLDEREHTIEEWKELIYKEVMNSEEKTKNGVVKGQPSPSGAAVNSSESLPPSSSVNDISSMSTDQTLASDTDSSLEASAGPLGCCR
A340 absorber: compound absorbs light at 340 nm; 65,000 tested, under 10 active; fold change at 10 µM; AID 708; compound absorbance at 340 nm, fold over control;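 active = at 10 µM dose, initial 340 nm absorbance at least 2 fold that of control wells; inactive = change under 2 fold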;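 also: initial absorbance extrapolated from kinetic A340 decline of NADH oxidation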
ROCK2 blocker: ROCK2 (human) kinase inhibition. O75116. purified ROCK2, Kinase-Glo ATP depletion luminescence. inhibition, % at 6 µM. actives 0.35% (n = 60,000);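 active = inhibition above the screen-wide mean inhibition plus 3 SD, cut at about 18% in these data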;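 also: plate controls were DMSO wells for no effect and Y-27632 control wells after no-enzyme background subtraction for full effect; many of its hits are not listed in these tables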
Fluor 339 460: intrinsic fluorescence of library compounds, ex339/em460 – biochemical, MLSMR library, data from DPM-DC assay, artefact control, profiling panel; compound autofluorescence, ex339/em460 nm, NADH buffer; hits give high values; 1 = no-compound wells, NADH background; fluorescence fold increase at 10 µM; actives 5.5% (n = 65,000); AID 709;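 active = at 10 µM, mean starting fluorescence two-fold or more over control wells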;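 also: signal is the first read of a kinetic run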
HEK293 NFkB inh: inhibitors of the PMA/ionomycin-induced NF-kB reporter in HEK293 cells; HEK-293 NF-kB luciferase reporter, luminescence; inhibition, % at 3 µM; actives 0.21% (n = 62,000); AID 465;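 active = inhibition above the mean of all tested compounds plus 3 SD, cut at about 40% in these data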;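 also: 0% = stimulated DMSO wells and 100% = 10 µM reference inhibitor 5653914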
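Reagent: PMA plus ionomycin mix as NF-kB-activating stimulus. Assay system: NF-kB luciferase reporter HEK-293 cells. Technique: luminescence from luciferase substrate reagent. Incubation: 1 h compound pre-incubation, 16 h PMA/ionomycin at 37 °C. Benchmarks: DMSO only as uninhibited control, 10 µM reference inhibitor as full inhibition. Repeats: tested once.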
MMP-13 inhibitor: MMP13 (human) collagenase inhibition | inhibition, % at 4 µM | actives 0.07% (n = 65,000) | P45452 | MMP-13 fTHP FRET cleavage, Mca fluorescence;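 active = inhibition above the mean of compound-free control plate wells plus 3 SD, cut at about 14% in these data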;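 also: 0% = DMSO wells and 100% = wells with reference MMP-13 inhibitor after basal subtraction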
NADH coupling: blocks coupling enzymes of NAD/NADH assays. coupled PK/LDH NADH assays, four targets. actives 0.02% (n = 65,000). IC50, µM (titrated, usually from 10 µM), for the others: at the highest dose inhibition. AID 774;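 active = single-dose screening hits from any of four coupled enzyme assays that gave an IC50 when retested across doses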;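 also: the DPM-DC format reads NADH fluorescence rather than 340 nm absorbance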
PKA inh: blocks human protein kinase A activity. P17612. PKA Kemptide phosphorylation, Kinase-Glo ATP luminescence. inhibition, % at 6 µM. actives 0.1% (n = 65,000). AID 524;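 active = inhibition above the screen-wide mean inhibition plus 3 SD, cut at about 21% in these data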; also: many of its hits are not listed in these tables
tolC growth inh: growth inhibitors of E. coli BW25113 tolC mutant; OD615; growth inhibition, % at 10 µM (by protocol); actives 2.2% (n = 65,000); AID 573;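 active = growth inhibition at or above a cutoff equal to the mean over every tested compound plus 3 SD, cut at about 60% in these data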;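 also: growth measured after 20 h incubation at 37 °C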
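Doses: one dose of 10 µM final / Material: E. coli BW25113 ΔtolC::kan, tolC deletion mutant strain / Buffer or medium: LB with kanamycin 50 µg/mL / Evaluation: percent growth inhibition / Detection: optical density read at 615 nm / Incubation: 37 °C, 20 h exposure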
The depositor's hits bear a star; x = not tested or not shown; [ ] = dose if it differs, or a comment. Some of the compounds tested; count on the stated rates, not on these rows.

SMILES	JNK3 inh	A340 absorber	ROCK2 blocker	Fluor 339 460	HEK293 NFkB inh	MMP-13 inhibitor	NADH coupling	PKA inh	tolC growth inh
N/C(=N\O)C1COc2ccccc2O1 (stereo unspecified)	-2	1	5	1.1	4	-5	4%	0	-16
Cc1ccccc1NC(=O)N1C2CCCC1CC(NC(=O)C(C)(C)C)C2 (stereo unspecified)	6	0.96	1	1.1	14	-2	6%	3	-24
CCC(C)(C(=O)NC1CCCCC1)N(C(=O)C1CCC(=O)N1)c1ccc(C)cc1 (stereo unspecified)	x	1	x	1.1	8	7	3%	6	-2
CCOC(=O)c1cccc(NC(=O)C2CCCN(S(=O)(=O)c3cnc[nH]3)C2)c1 (stereo unspecified)	8	1	6	1	12	-3	6%	1	3
CCc1nc(SCC(=O)Nc2ccc3c(c2)OCCO3)c2oc3ccccc3c2n1	8	1.1	-1	1.1	23	1	8%	-2	-4
Cc1ccc(S(=O)(=O)Cn2nnnc2CN2CCCC3(CCCCC3)C2)cc1	0	1	2	1.1	13	-2	3%	7	76*
COc1cccc(CNc2nn[nH]n2)c1OC	2	1	9	1	3	3	4%	10	-16
CCOc1ccc(N2CCn3c2nc2c3c(=O)n(CCc3ccccc3)c(=O)n2C)cc1	3	1.1	1	1.6	2	-20	9%	2	-19
COc1ccc(OC)c2[nH]c(=O)c(CCNC(=O)c3ccc(S(=O)(=O)N(C)C)cc3)cc12	2	1	11	1.1	9	-5	6%	7	10
O=C(NC(NCCCN1CCOCC1)(C(F)(F)F)C(F)(F)F)C1CCCCC1	7	1.2	2	1.1	2	-9	4%	7	-17
COc1ccc(Cc2nnc3c4cnn(C)c4ncn23)cc1	6	1	7	1	-5	4	3%	3	-17
Cc1nc2cc(NC(=O)NCc3ccco3)ccc2n1C	-1	0.97	-2	1.1	-2	0	39%	-1	-1

As a short view, part of the list above:
SMILES	JNK3 inh	A340 absorber	ROCK2 blocker	Fluor 339 460	HEK293 NFkB inh	MMP-13 inhibitor	NADH coupling	PKA inh	tolC growth inh
COc1ccc(OC)c2[nH]c(=O)c(CCNC(=O)c3ccc(S(=O)(=O)N(C)C)cc3)cc12	2	1	11	1.1	9	-5	6%	7	10
O=C(NC(NCCCN1CCOCC1)(C(F)(F)F)C(F)(F)F)C1CCCCC1	7	1.2	2	1.1	2	-9	4%	7	-17
COc1ccc(Cc2nnc3c4cnn(C)c4ncn23)cc1	6	1	7	1	-5	4	3%	3	-17
Cc1nc2cc(NC(=O)NCc3ccco3)ccc2n1C	-1	0.97	-2	1.1	-2	0	39%	-1	-1

Remaining list, next part:
SMILES	JNK3 inh	A340 absorber	ROCK2 blocker	Fluor 339 460	HEK293 NFkB inh	MMP-13 inhibitor	NADH coupling	PKA inh	tolC growth inh
Cc1cc(C)cc(N2CCN(C(=O)N3CCOCC3)CC2)c1	4	1	3	1.1	4	-5	2%	9	2
O=C1NCCN1Cc1ccccc1F	10	1	9	0.91	12	0	10%	7	-5
CC1=C(C(=O)NC2CCC(C)CC2)C2(CCC(C)CC2)OC1=O (stereo unspecified)	-2	0.99	-3	1	7	8	1%	-7	4
Cc1ccccc1OCC(=O)N(Cc1nc(-c2ccccc2)no1)C(C)C	4	1	3	1.1	9	-2	6%	3	36
CCn1cc(C(=O)NC2CCCCCC2)c2cc(OC)c(OC)cc2c1=O	x	1.1	x	1.1	4	-7	3%	5	-7
O=C(CCN1C(=O)COc2ccccc21)NCCN1CCN(c2ccccc2F)CC1	4	1	1	1.1	-4	-5	7%	0	-4
Cc1cccc(N(CC(=O)NCc2ccco2)C(=O)CCC(=O)Nc2ccccn2)c1	10	1	2	1.1	-2	0	8%	0	-11
Cc1cc(C)cc(N(CC(=O)Nc2cccc(C)n2)S(=O)(=O)c2c(C)noc2C)c1	7	0.95	3	0.99	14	10	7%	7	50
O=C(NCc1ccccn1)Nc1ccc(F)cc1	-5	1	1	1.1	-30	8	3%	-4	-9
COC(=O)c1cc2ccsc2n1CC(=O)NCC1CCCO1 (stereo unspecified)	6	0.99	5	1.1	-1	0	3%	7	-17
COC(=O)[C@H](C)NC(=O)Nc1ccc(OC)c(OC)c1	4	0.99	10	1.1	0	4	9%	8	-25
Cn1c(=O)c2c(nc(OCc3ccccc3)n2C)n(C)c1=O	-4	1.1	-5	1.1	17	1	2%	6	-18
CCOC(=O)C1=C(C)N=C2SCCC(=O)N2C1c1cc(Br)ccc1OC (stereo unspecified)	-10	1	6	1.1	7	0	2%	6	-10
COCCn1nnnc1C(c1cccs1)N1CCN(c2ccccc2)CC1 (stereo unspecified)	-5	1.1	3	1.1	11	1	9%	2	-10
Cc1c(NS(=O)(=O)c2ccc3[nH]c(=O)[nH]c3c2)c(=O)n(-c2ccccc2)n1C	-15	1.1	-2	1.1	16	6	0%	6	-10
COc1ccc(-n2c(SCC(=O)OC(C)C)nnc2-c2ccccn2)cc1	-1	1	3	1.1	19	-2	5%	5	5
Cc1ccc(C(=O)Nc2cccc(C(=O)NCc3ccccc3)c2)o1	0	1.1	0	1.1	10	-1	4%	-1	18
Cc1onc(-c2ccccc2)c1C(=O)Nc1ccc2c(c1)OCCO2	0	1	2	1.1	13	7	5%	2	-14
O=C(Cc1c(O)c2ccccc2[nH]c1=O)NC1CCCCCC1	4	1	13	1.2	4	-20	3%	8	11
O=C(CS(=O)(=O)Cc1ccccc1)NCC1CCCO1 (stereo unspecified)	4	1.1	5	1.1	4	4	7%	14	-5
O=C(CN1CCCCC1)Nc1cccc(Br)c1	-2	1	-6	1.1	4	-3	5%	-2	-14
O=C(NCCCN=C1NS(=O)(=O)c2ccccc21)c1ccc(S(=O)(=O)N2CCCCC2)cc1	x	1.1	x	1.1	10	2	7%	-3	4
CCn1c(SCC(=O)N2CCN(c3ccccc3)CC2)nnc1-c1cc2cc(Cl)ccc2o1	2	0.98	0	1.1	13	2	7%	5	9
Cc1ccc(C)c(NC(=O)CSc2nnc(-c3ccncc3)n2N)c1	x	1	x	1	15	0	0%	-3	-3
O=C(c1ccco1)N1CCN=C1SCc1ccc(F)cc1	-1	1	5	1.1	13	0	1%	1	-12
O=C(O)C1CC(c2cccc(Br)c2)=NO1 (stereo unspecified)	7	1.1	0	1.1	11	0	3%	-3	-13
CSc1oc(-c2ccccc2)nc1S(=O)(=O)c1ccc(F)cc1	-3	1	9	1	1	-2	1%	5	54
Cn1c(=O)[nH]c(=O)c2c1nc(NCCCn1ccnc1)n2Cc1ccccc1	-1	0.98	3	1	3	-1	3%	3	-20
COc1ccc(-c2nnn(Cc3nc(N)nc(N4CCCCC4)n3)n2)cc1	7	0.99	7	1.1	11	8	6%	12	23
Cc1onc(-c2ccccc2)c1C(=O)Nc1nc2c(s1)CCCC2	2	1.1	0	1.1	-9	4	3%	-4	30
CCOc1ccc(OCC)c(NC(=O)CN(c2ccc(C)cc2)S(=O)(=O)c2c(C)noc2C)c1	-2	0.98	-5	1.1	10	-3	3%	6	18
O=C(O)CSc1nnc(Cn2nnc3ccccc32)n1CCc1ccccc1	-5	0.98	-6	1.1	9	4	4%	-9	-7
Cn1c(=O)c2c(nc(NCc3ccco3)n2C/C=C/c2ccccc2)n(C)c1=O	12	1	9	1.1	0	6	2%	6	-5
COC(=O)c1ccc(CSc2nnc3n(Cc4ccccc4OC)c(=O)c4ccccc4n23)o1	2	0.98	2	0.98	-8	-2	6%	5	1
CCOC(=O)C1Cn2c(nc3c(c2=O)C(C)(CC)Cc2ccccc2-3)S1 (stereo unspecified)	1	1	4	1.8	-4	-24	8%	2	68*
O=C(NCc1ccc2c(c1)OCO2)C1CCN(S(=O)(=O)c2cccc3nsnc23)CC1	6	1	2	1.1	-14	-3	6%	4	-23
CC12CCC(C(=O)NCc3ccco3)(OC1=O)C2(C)C (stereo unspecified)	-4	1	0	1.1	25	5	2%	-4	-13
CC(=O)NCN1CCN(CNC(C)=O)CC1	-3	1.1	-2	1.1	16	-2	0%	-5	-18
Cc1cccc(N2CCN(C(=O)C3CCCN(S(=O)(=O)c4cnc[nH]4)C3)CC2C)c1 (stereo unspecified)	7	0.98	4	1.1	3	-6	2%	2	-11
Cc1cc(N2C(=O)CCC2=O)n(-c2ccccc2)n1	-4	1	-3	1.1	16	2	7%	-5	-8
Cc1ccc(S(=O)(=O)c2c(N)n(/N=C/c3ccco3)c3nc4ccccc4nc23)cc1	5	1.2	4	3.2*	16	-28	2%	11	15
O=C(CC12CC3CC(CC(C3)C1)C2)NCCN1CCOCC1	-2	1	11	1.1	-1	2	6%	10	-12
COc1ccc(C(=O)NCC(c2cccnc2)N2CCN(c3ccccc3OC)CC2)cc1OC (stereo unspecified)	3	1.1	-1	1.1	4	0	1%	4	-11
COc1cccc(-c2nnc(SCC(=O)Nc3ccc(S(N)(=O)=O)cc3)n2C)c1	-13	0.99	3	1	8	-1	5%	4	-12
CC1CCCCN1C(=O)c1cc(-c2ccc(Cl)c(Cl)c2)on1 (stereo unspecified)	-4	1	0	1	-6	3	5%	-7	57
COc1cccc(-c2nnc(Nc3nc4c(F)cccc4s3)o2)c1	-10	1.3	-7	4.9*	-36	-249[fluorescence artefact?]	8%[fluoresces]	-7	22
CCSc1nnc2c(n1)OC(C)(C)Nc1ccccc1-2	9	1.1	0	1.1	18	6	5%	-2	1
CCOC(=O)c1nnn(-c2nn3nnnc3c3ccccc23)c1C	-2	0.99	-6	1.2	12	1	4%	-6	-4
COc1ccc(-c2ccc(SCC(=O)NCc3ccco3)nn2)cc1OC	-6	1	5	1.1	15	3	10%	13	-12
Cc1ccc(N2CCCCn3c2nc2c3c(=O)n(CC(=O)O)c(=O)n2C)cc1	-2	1	4	0.99	9	-2	12%	-1	-11
O=C(CCn1c(=S)[nH]c2ccccc2c1=O)NCC1CCCO1 (stereo unspecified)	x	1	x	1	5	-3	3%	5	2
CSc1ccccc1NC(=O)c1c(C)noc1C	4	1	3	1.1	1	-1	4%	1	-18
Cc1ccc(S(=O)(=O)NC(=O)c2cc(C)n(CCCN3CCOCC3)c2C)cc1	3	1	-1	1.2	7	-9	4%	2	-5
Cc1ccc(C)c(NS(=O)(=O)c2ccc(NC(=O)c3ccco3)cc2)c1	x	0.98	x	1	22	1	2%	4	-2
Cc1nn(-c2ccccc2)c2nc(-c3ccco3)cc(C(=O)O)c12	0	1.2	-2	2*	17	-9	8%[fluoresces]	1	13
COc1ccc(OCC(=O)N2CCN(c3cccc(C(F)(F)F)c3)CC2)cc1	4	1	5	1.1	-3	-5	5%	13	28
CCc1c(C(=O)N2CCOCC2)csc1C	1	0.99	7	1	9	1	12%	8	-7
O=C(Cn1c(C(=O)NCc2ccco2)cc2sccc21)c1ccccc1	5	0.96	9	1.1	0	6	6%	5	65*
CCn1c(/C=N/n2cnnc2)nc2ccccc21	2	1.2	-1	2.1*	11	-25	8%[fluoresces]	-1	1
COc1cc(/C=N/n2nnnc2N)ccc1O	5	1.1	4	1.3	x	-1	9%	2	17
Cc1cccc(C(OC(=O)c2ccco2)C(=O)NCc2ccccc2)n1 (stereo unspecified)	-1	0.98	4	1.1	19	-5	3%	2	-12
OCc1ccccc1CNCc1ccccc1	3	0.99	-3	1.1	24	4	7%	-5	-13
CCCCC(=O)Nc1cccc2c1C(=O)N(c1ccccc1)C2=O	1	1	-3	1.1	10	-2	3%	-6	6
